Source: PubChem
NTR1 ag: agonists of NTR1, primary screen, imaging, U2OS cells, beta-arrestin-GFP, high content (AID 493036) | activation, % at 20 µM | P30989 | NTR1-U2OS beta-arrestin-GFP spot imaging, agonist mode | 330,000 compounds, 0.17% hits;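 active = activation at or above 40% of the spot to cytoplasm intensity ratio, with at least 20 cells analyzed; inconclusive = wells under 20 cells, flagged as cytotoxic or low count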;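 note: 0% = DMSO without peptide and 100% = 100 nM NTR1 peptide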
Target sequence (P30989 whole entry, looked up): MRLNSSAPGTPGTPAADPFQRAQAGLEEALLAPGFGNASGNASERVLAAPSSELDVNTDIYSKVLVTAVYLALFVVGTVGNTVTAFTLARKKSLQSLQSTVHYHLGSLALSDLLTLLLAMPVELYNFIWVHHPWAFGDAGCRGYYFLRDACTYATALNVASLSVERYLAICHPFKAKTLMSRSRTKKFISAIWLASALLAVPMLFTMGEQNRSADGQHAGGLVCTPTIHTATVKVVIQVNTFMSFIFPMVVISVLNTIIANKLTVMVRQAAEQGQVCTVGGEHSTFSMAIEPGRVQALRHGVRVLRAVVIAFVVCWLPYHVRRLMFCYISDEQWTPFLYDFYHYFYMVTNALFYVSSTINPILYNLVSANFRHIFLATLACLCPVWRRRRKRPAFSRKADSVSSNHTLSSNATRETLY
TNAP activators: stimulation of alkaline phosphatase TNAP activity – biochemical, luminescent, no phosphate acceptor, uHTS, primary screen (AID 1001); purified TNAP, luminescent activation assay, no phosphate acceptor; higher activation fold means a stronger effect; activation fold at 20 µM, or EC50 in µM where a hit was titrated; 200,000 compounds, 0.03% hits; in the data active = activation fold from about 3, or a potency from the dose series; inactive = the rest, 99 in 100 with activation fold below about 1.6; note: many of its hits are not listed in these tables
RSV antiviral HEp-2: inhibition of RSV-induced cytopathic effect – HEp-2 cells, primary 10 µM value included (AID 2391). HEp-2 cells, RSV-induced CPE inhibition; higher % means a stronger effect. CPE inhibition, % at 10 µM, or IC50 in µM where a hit was titrated. 310,000 compounds, 0.13% hits; in the data active = a potency from the dose series; inconclusive = CPE inhibition mostly from about 23% at the one dose, without a potency; inactive = the rest, 99 in 100 with CPE inhibition below about 21%; note: strong numbers were not always called active
Rac1 GTP hydrolysis: MgcRacGAP GTPase-activating activity inhibitors, confirmation, biochemical, ADP Hunter fluorescence; MgcRacGAP-stimulated Rac1 GTP hydrolysis, ADP Hunter fluorescence; higher % means a stronger effect; GST-tagged Rac1 F28L mutant substrate; one-dose inhibition, % at 30 µM; IC50 in µM for titrated hits; 340,000 compounds, 0.6% hits;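 active = first-screen hits whose inhibition reached a set limit at any dose in the follow-up dose series; inconclusive = inhibition above the set first-screen limit but never retested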;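 note: fluorescence reports GDP produced by GAP-driven GTP hydrolysis; strong numbers were not always called active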
Myeloid diff MLP: promotes myeloid progenitor differentiation; 360,000 compounds, 1% hits; ER-HoxA9 myeloid progenitors, lysozyme-GFP differentiation, flow cytometry; AID 624256; calls only at 10 µM;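 active = normalized GFP-positive differentiation at or above the plate's own cutoff, the solvent-only control mean plus 3 SD; inconclusive = no clear call, values can overlap the other calls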;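 note: cells exposed to compound for four days before flow analysis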
T cell modulator: modulates CD8 T cell binding to vesicles; 2C CD8+ T cell-vesicle binding, flow cytometry; active compounds read low; 330,000 compounds, 0.068% hits; calls only at 7 µM;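 active = response, share of CD8 T cells binding vesicles, and their 90th percentile fluorescence all below set limits, cut at about 80% in these data, passing the limit was not always enough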
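Benchmarks: naked versus QL9-loaded vesicles / Assay system: purified 2C TCR transgenic mouse naive CD8+ T cells / Technique: high-throughput flow cytometry with anti-B7-1 and anti-CD8 staining / Timing: Cell–vesicle co-incubation 1.5 h at 37 °C, staining 20 min on ice / Read-out: percent CD8+ FL2 mean versus row control / Probe or stimulus: QL9-loaded Drosophila micro-vesicles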
Salmonella PhoP GFP: inhibitors of PhoP regulon expression, primary screen, Salmonella Typhimurium, GFP reporter (AID 1863) | S. Typhimurium PhoP-regulated promoter GFP reporter, 4 h; higher % means a stronger effect | inhibition, % at 50 µM, or IC50 in µM where a hit was titrated | 300,000 compounds, 0.16% hits;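 active = inhibition over 29.93%, a cutoff 3 SD above the screen mean, later confirmed by dose response; inconclusive = inhibition over 29.93% but no dose response follow-up; inactive = inhibition at most 29.93% or unconfirmed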;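 note: 0% = low Mg2+ inducing control and 100% = high Mg2+ repressing control; strong numbers were not always called active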
Large T inhibition: SV40 large T antigen inhibitors, biochemical (AID 1903); inhibition, % at 20 µM; hits with a dose series show IC50 in µM; 310,000 compounds, 0.39% hits; SV40 large T antigen ATPase/helicase inhibition assay; higher % means a stronger effect; in the data active = a potency from the dose series; inconclusive = inhibition mostly from about 32% at the one dose, without a potency; inactive = the rest, 99 in 100 with inhibition below about 32%; note: strong numbers were not always called active
UTI89 phage lysis: protection from phage-mediated lysis, alamar blue read-out – E. coli UTI89, K1F phage, bacterial capsule biogenesis inhibitors (AID 488966) | E. coli UTI89 K1F phage lysis, alamar blue, 2 h; higher % means a stronger effect | one-dose inhibition, % at 100 µM; IC50 in µM for titrated hits | 340,000 compounds, 0.02% hits;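 active = phage lysis inhibition, versus mean bacterial control, above a set limit; inconclusive = no clear call, values can overlap the other calls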;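 note: capsule biogenesis inhibitors block K1F phage lysis so surviving cells raise fluorescence; higher fluorescence means more inhibition of phage lysis; actives were called in the ten point dose series up to 300 µM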
T cell modulator vesicle-bound %: further read-out of T cell modulator, marked with its call; double positive events, %; measured here: CD8+ vesicle-bound cell fraction;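 binding gate set so that unloaded-vesicle control wells show 10% double positive cells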
NTR1 ag cell count 20 µM: also measured in NTR1 ag; calls as there; cell count; measured here: cell count, cytotoxicity flag
Myeloid diff MLP GFP+ MAC1+ %: recorded beside Myeloid diff MLP, whose call it bears; GFP+ MAC1+ double positive, %; measured here: differentiation confirmed by MAC1 staining
* = called active by the depositor; i = inactive; ? = inconclusive; nt = not tested or not shown; [ ] = dose if it differs, or a comment. Random draw from the library; any-hit rate near 2.3%.

Compound	NTR1 ag	NTR1 ag cell count 20 µM	TNAP activators	RSV antiviral HEp-2	Rac1 GTP hydrolysis	Myeloid diff MLP	Myeloid diff MLP GFP+ MAC1+ %	T cell modulator	T cell modulator vesicle-bound %	Salmonella PhoP GFP	Large T inhibition	UTI89 phage lysis
Cc1ccc(S(=O)(=O)N(CCCO)Cc2cc3c(C)ccc(C)c3[nH]c2=O)cc1	2.1	84	1.1	0.5%	15%	i	5.5	i	36	9%	-3%	1.9%
Cc1nnc(SCC(=O)Nc2cc(C(C)(C)C)nn2-c2ccccc2)s1	3.7	32	1.1	3.3%	8%	i	0.5	i	50	-11%	-4%	1.6%
Cn1c(=O)c2c(nc(-c3ccccc3)n2C)n(Cc2ccccc2)c1=O	1.4	56	1.1	3.0%	8%	i	0.5	i	58	-9%	2%	0.3%
CC(C)(C)c1ccc(-c2noc(CCC(=O)Nc3cccnc3)n2)cc1	3.8	44	nt	0.9%	14%	i	0.8	i	31	2%	8%	-1.2%
CCn1c(CSc2nc(C)cc(C)n2)nnc1SCC(=O)N1CCCc2ccccc21	2.1	88	1.1	3.5%	0%	i	3.2	i	35	1%	5%	-0.1%
COc1ccc(S(=O)(=O)NCC(c2cccs2)N2CCc3ccccc3C2)cc1 (stereo not given)	5.2	61	nt	2.6%	7%	i	0.5	i	61	-8%	11%	0.3%[50 µM]
CCCNC(=O)c1onc(CSc2ccc(Cl)cc2)c1C(=O)NC(C)C	0.4	88	nt	-0.6%	6%	i	1.9	i	6	-6%	4%	-0.4%
Cc1cc(NC(=O)COC(=O)c2oc3c(ccc4ccccc43)c2C)no1	1.6	55	1.1	5.0%	-3%	i	1.0	i	21	-1%	17%	0.0%
CCN(CC)S(=O)(=O)c1ccc2c(c1)nc(CCC(=O)O)n2C	1.5	65	nt	0.5%	13%	i	0.6	i	30	-12%	21%	0.1%
CCOC(=O)c1sc(C)c2c(=O)n(CCCN3CCOCC3)cnc12	-1.2	44	1.1	-1.9%	13%	i	0.5	i	11	-4%	7%	1.1%
CCN(CC(=O)NCc1ccc(Cl)cc1)C(=O)CN1C(=O)NC(C)(c2ccccc2)C1=O (stereo not given)	2.0	54	nt	1.7%	6%	i	0.0	i	10	-5%	4%	0.7%[50 µM]
CCCC(O)(c1ccc(Cl)cc1)C(CN1CCOCC1)c1ccccc1 (stereo not given)	7.2	44	0.9	-1.0%	1%	i	5.8	i	29	-1%	3%	-0.2%
CCOc1ccc(Br)cc1S(=O)(=O)N1CCSC1	0.5	59	nt	-0.2%	5%	i	0.8	i	38	7%	-2%	-0.4%
O=C(CSc1ccc(F)cc1)Nc1ccc2c(c1)C(=O)NC2=O	0.8	56	nt	1.6%	7%	?	nt	i	44	5%	4%	-0.1%
CNC(=S)N/N=C/c1c(C(=O)OC)cnn1-c1ccc(F)cc1F	-0.7	53	nt	nt	11%	i	0.2	i	33	-11%	4%	-0.1%
Cc1ccc(OCc2ccc(C(=O)O)o2)cc1C	-0.3	88	nt	0.5%	2%	i	1.1	i	26	0%	0%	0.4%[50 µM]
Cc1nn(C)cc1C(=O)Nc1cc(Oc2ccc(Cl)cc2)cc([N+](=O)[O-])c1	6.6	32	1.1	-0.9%	9%	i	5.2	i	7	-4%	13%	0.5%
COC(=O)c1ccc(NC(=O)C2CCCCC2C(=O)O)cc1 (stereo not given)	2.2	72	1	2.3%	-8%	i	2.1	i	63	-1%	3%	-0.5%
COc1ccccc1N1CCN(C(c2cccs2)C(C)NC(=O)C(=O)N2CCOCC2)CC1 (stereo not given)	-0.2	60	nt	1.1%	12%	i	12	i	2	-1%	4%	0.2%
O=C(NCCc1ccc(Cl)cc1)c1ccc2nc[nH]c2c1	0.9	50	1.3	-0.6%	4%	i	0.3	i	56	-2%	1%	0.3%
CCOC(=O)C1=CN(Cc2ccc(Br)cc2)S(=O)(=O)N(C)C1C (stereo not given)	-1.5	46	nt	nt	5%	i	2.9	nt	nt	nt	nt	0.1%
O=C(N/N=C/c1c(F)c(F)c(F)c(F)c1F)c1ccc(Cn2cc(Br)cn2)o1	1.7	49	1	2.4%	2%	i	0.1	i	19	7%	?	0.1%
Cc1ccc(C(=O)NCCc2n[nH]c(=S)n2C)cc1	-0.5	103	1	2.4%	2%	i	0.2	i	53	-3%	11%	0.4%
CCOC(=O)c1ccccc1NC(=O)COC(=O)CSc1ccccc1	1.6	52	nt	-1.7%	7%	i	0.3	i	41	-1%	-1%	2.4%[50 µM]

Gathered by group: the compounds so far containing a tert-butyl group.
Compound	NTR1 ag	NTR1 ag cell count 20 µM	TNAP activators	RSV antiviral HEp-2	Rac1 GTP hydrolysis	Myeloid diff MLP	Myeloid diff MLP GFP+ MAC1+ %	T cell modulator	T cell modulator vesicle-bound %	Salmonella PhoP GFP	Large T inhibition	UTI89 phage lysis
Cc1nnc(SCC(=O)Nc2cc(C(C)(C)C)nn2-c2ccccc2)s1	3.7	32	1.1	3.3%	8%	i	0.5	i	50	-11%	-4%	1.6%
CC(C)(C)c1ccc(-c2noc(CCC(=O)Nc3cccnc3)n2)cc1	3.8	44	nt	0.9%	14%	i	0.8	i	31	2%	8%	-1.2%

Carrying on.
Compound	NTR1 ag	NTR1 ag cell count 20 µM	TNAP activators	RSV antiviral HEp-2	Rac1 GTP hydrolysis	Myeloid diff MLP	Myeloid diff MLP GFP+ MAC1+ %	T cell modulator	T cell modulator vesicle-bound %	Salmonella PhoP GFP	Large T inhibition	UTI89 phage lysis
Cn1cnc(S(=O)(=O)NC2CCN(Cc3c(F)cccc3Cl)CC2)c1	-0.3	61	nt	0.6%	3%	i	0.4	i	16	-4%	23%	-0.1%
Cc1ccccc1NC(=O)c1ccccc1NC(=O)Cc1cccc2ccccc12	10	89	1.2	2.8%	11%	i	0.8	i	30	5%	-2%	0.2%
O=C(Cn1nc(C(=O)O)c2ccccc2c1=O)Nc1cccc(S(=O)(=O)N2CCCCC2)c1	4.8	64	nt	nt	-1%	i	1.2	i	50	nt	nt	2.8%
Cc1ccc(NC(=O)Cc2c[nH]c3ccccc23)cc1S(=O)(=O)N1CCCCCC1	3.8	77	1.2	19%	8%	i	0.7	i	38	3%	4%	2.2%[50 µM]
Fc1cccc(/C=N/Nc2ccc(Cl)nn2)c1	0.6	52	nt	4.7%	4%	i	0.7	i	58	-4%	10%	0.2%
NC(=O)N1CCN(C(=O)c2ccco2)CC1	-1.0	38	1.1	0.5%	-4%	i	2.1	i	49	15%	2%	1.6%
CCOC(=O)N1CCN(C(=O)N2CCOCC2)CC1	1.4	59	1.1	2.3%	6%	i	0.5	i	47	9%	10%	0.9%
COc1ccc(-c2noc(-c3ccccc3C(=O)NCc3ccco3)n2)cc1	1.9	32	1.1	0.6%	8%	i	1.1	i	35	7%	3%	-0.2%
Fc1ccc2nc(C3CCN(Cc4nc(CC5CC5)no4)CC3)[nH]c2c1	0.3	61	1	16%	-1%	i	0.3	i	14	-2%	6%	0.3%
CCOC(=O)C1CCCN(C2=NC(=O)/C(=C/c3ccc(OC)c(OC)c3)S2)C1 (stereo not given)	-0.4	69	nt	1.1%	7%	i	1.0	i	24	1%	7%	0.8%
CN(C(=O)c1ccc(COc2ccccc2Cl)o1)c1ccccc1	7.0	84	nt	6.3%	4%	i	1.7	i	23	9%	6%	0.0%
Cc1ccc(S(=O)(=O)CCC(=O)Nc2nnc(-c3cccs3)o2)cc1	1.1	45	nt	3.4%	8%	i	1.0	i	55	6%	1%	0.9%[50 µM]
C=CCn1c(SCC(=O)NCc2ccco2)nc2sc3c(c2c1=O)CCCC3	0.5	52	1.1	1.8%	8%	i	0.8	i	39	-9%	10%	0.7%[50 µM]
C#Cc1ccc(CN2CCN(CCCc3ccccc3)C(CCO)C2)cc1 (stereo not given)	-0.2	56	nt	-0.4%	7%	i	0.4	i	63	3%	22%	0.1%
CN(C)C(=O)c1cc(C(=O)c2ccc(F)cc2F)c[nH]1	-1.0	111	nt	2.2%	5%	i	0.5	i	20	-6%	7%	0.3%
CCCS(=O)(=O)N1CCCC(C(=O)NCCN(C)Cc2ccccc2)C1 (stereo not given)	1.0	31	1	2.2%	0%	i	0.5	i	18	2%	-3%	-0.8%
CCOC(=O)C1=C(C)Nc2nc3ccccc3n2C1c1cccs1 (stereo not given)	7.6	87	0.4	1.9%	5%	i	0.2	i	52	30%	4%	2.4%[50 µM]
CCN(CC)CCNC(=O)CCc1c(C)nc2c(c(C)nn2-c2ccc(C)c(C)c2)c1C	-0.5	86	nt	7.1%	13%	i	0.6	i	34	-7%	4%	-0.1%[50 µM]
CN(c1ccc(C(=O)NCCSCc2c(F)cccc2Cl)cc1)S(C)(=O)=O	1.4	61	1.1	5.1%	8%	i	1.0	i	9	-5%	8%	-0.3%
O=C(Nc1cccc(Br)c1)c1cc2ccccc2o1	2.8	55	1.1	16%	2%	nt	nt	i	18	-9%	4%	0.8%
Cc1ccnc(NS(=O)(=O)c2ccc(NC(=O)c3ccc(C)o3)cc2)n1	-1.5	75	1.1	2.2%	0%	i	0.7	i	65	3%	12%	-0.3%
COc1cccc(N2CCN(c3ncccn3)CC2)c1	0.1	51	1.1	6.2%	6%	i	2.8	i	16	2%	9%	5.5%
O=c1nc2sc3ccccc3n2c(=O)n1-c1ccc(Cl)cc1	2.9	61	1	-1.6%	6%	i	1.6	i	50	0%	1%	2.1%
COc1ccc(NC(=O)N2CCC(C(=O)c3ccc(F)cc3)CC2)cc1	-2.0	78	1.1	3.3%	-2%	i	0.8	i	15	12%	11%	-0.5%
CC(=O)Nc1nnc(-c2c(-c3ccccc3Cl)noc2C)o1	-0.9	66	nt	2.2%	10%	i	0.4	i	53	-9%	10%	-0.1%
NC(=O)C1CCN(C(=O)COc2ccc3ccccc3c2Br)CC1	1.0	55	nt	1.1%	12%	i	0.7	i	74	4%	6%	0.2%
O=C(CCNS(=O)(=O)c1ccc(Cl)cc1)N1CCOCC1	0.7	58	nt	0.4%	11%	i	1.5	i	14	4%	6%	1.5%[50 µM]
